TbPYK inhibitor – qHTS of Trypanosoma Brucei Inhibitors; AID 624173, 2012; 410,000 tested, 0.12% active; TbPYK enzyme, Kinase-Glo Plus ATP luminescence, 45 min; Potency, µM (highest dose often 76.8 µM), without a hit: at the highest dose activity, negative = inhibition, usual class: inhibitors; pyruvate kinase (Trypanosoma brucei), Q57TT1; note: potency is the fitted concentration of half-maximal effect; nearly all actives have a fitted effect of over 50% in size
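Assay buffer: 50 mM TEA pH 7.2, 100 mM KCl, 10 mM MgCl2, 0.05% BSA, 0.01% Tween-20. Pyruvate kinase from T. brucei plus substrate met compound, then ADP (130 uM final). Luminescence was read post 45 min RT.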
HCMV inh – qHTS Assay for inhibitors of the human cytomegalovirus (HCMV); HFF cells, HCMV-luciferase reporter, 72 h; stronger effect = lower value; activity change, negative = inhibition, % at 57.5 µM; 410,000 tested, 4.5% active; in the data active = activity change below about -60%; inconclusive = no clear call, values can overlap the other calls; inactive = above about -39%
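HFF cells seeded 16 h at 37C, treated with compounds, infected with luciferase-reporter HCMV at MOI 1 PFU/cell; luciferase read at 72 h post infection, normalized to buffer-only and Salinomycin controls.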
AmpC detergent – qHTS Inhibitors of AmpC Beta-Lactamase (assay with detergent); P00811; AmpC hydrolysis of nitrocefin, absorbance 480 nm, 0.01% Triton; Potency, µM (titrated, usually from 114 µM), without a hit: at the top dose activity change, negative = inhibition, most hits filed as inhibitors; 370,000 tested, 0.041% active; AID 485294, 2010;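 note: potency is the fitted concentration of half-maximal effect; 0% = no-compound wells and -100% = no-enzyme wells; nearly all actives have a fitted effect of over 25% in size; some results filed as inactive show a strong effect at the top dose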
Target sequence (P00811 whole entry, looked up): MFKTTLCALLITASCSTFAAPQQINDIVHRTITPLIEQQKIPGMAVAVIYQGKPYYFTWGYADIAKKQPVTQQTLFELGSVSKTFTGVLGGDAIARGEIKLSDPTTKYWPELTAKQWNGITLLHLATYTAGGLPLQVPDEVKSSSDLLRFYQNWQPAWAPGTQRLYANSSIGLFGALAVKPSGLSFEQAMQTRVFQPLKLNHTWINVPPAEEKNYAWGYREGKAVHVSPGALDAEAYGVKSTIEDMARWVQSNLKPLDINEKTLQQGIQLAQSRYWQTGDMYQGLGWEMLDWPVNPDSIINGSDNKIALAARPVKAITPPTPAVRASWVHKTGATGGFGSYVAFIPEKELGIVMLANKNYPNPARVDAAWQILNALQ
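AmpC (5.3 nM in the dispensed reagent) in 20 mM phosphate pH 7.0 with 0.01% (detergent screen) or 0.0001% Triton X-100 was preincubated with compounds for 15 min at room temperature. Nitrocefin was then added from an 800 uM solution, and hydrolysis was followed at 480 nm.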
LmPK inh – qHTS Assay for Inhibitors of Leishmania Mexicana Pyruvate Kinase (LmPK); Q27686; purified LmPK, Kinase-Glo ATP luminescence, 1 h; Potency, µM (doses to about 57.5 µM), for the others: at the top dose activity change, negative = inhibition, usual class: inhibitors; 290,000 tested, 0.37% active; AID 1721, 2009; note: potency is the fitted concentration of half-maximal effect
Target sequence (Q27686 whole entry, looked up): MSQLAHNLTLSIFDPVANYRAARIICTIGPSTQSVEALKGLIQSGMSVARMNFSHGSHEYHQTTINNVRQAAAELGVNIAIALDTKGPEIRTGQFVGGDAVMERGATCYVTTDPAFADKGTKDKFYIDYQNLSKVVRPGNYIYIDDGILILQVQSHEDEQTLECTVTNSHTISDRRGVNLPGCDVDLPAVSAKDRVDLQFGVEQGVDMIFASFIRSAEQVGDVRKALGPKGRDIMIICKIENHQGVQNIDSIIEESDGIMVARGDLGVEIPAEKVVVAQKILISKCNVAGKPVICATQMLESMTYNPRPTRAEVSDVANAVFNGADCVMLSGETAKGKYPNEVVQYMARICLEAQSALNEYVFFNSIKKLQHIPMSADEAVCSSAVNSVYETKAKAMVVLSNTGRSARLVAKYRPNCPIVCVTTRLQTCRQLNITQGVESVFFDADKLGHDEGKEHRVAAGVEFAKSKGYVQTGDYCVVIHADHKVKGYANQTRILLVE
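0.1 nM LmPK, 0.5 mM PEP, 0.1 mM ADP; 50 mM imidazole pH 7.2, 7 mM MgCl2, 50 mM KCl; 1 h RT. Kinase-Glo luminescence readout, normalized to no-enzyme (full inhibition) and uninhibited wells.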
Sm TGR block – qHTS Assay for the Inhibitors of Schistosoma Mansoni Peroxiredoxins. purified TGR, DTNB reduction, TNB absorbance 405 nm. Potency, µM (highest dose often 114 µM), for inactives: at the highest dose activity change, negative = inhibition, actives largely listed as inhibitors. 360,000 tested, 3% active; note: potency is the fitted concentration of half-maximal effect; nearly all actives have a fitted effect of over 60% in size
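Kinetic colorimetric format: TGR-catalysed, NADPH-driven DTNB reduction monitored via TNB absorbance. Enzyme dispensed at 20 nM; compound exposure 15 min at room temperature before reaction start.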
AMA1 RON2 block – qHTS for Inhibitors of AMA1-RON; Towards Development of Antimalarial Drug Lead: Primary Screen; AlphaScreen AMA1-biotinylated RON2 peptide binding; AID 720542, 2013; Potency, µM (top dose mostly 58.2 µM), for inactives: at the top dose activity change, negative = inhibition, most hits filed as inhibitors; 360,000 tested, 0.2% active; Plasmodium falciparum AMA1 (3D7) - RON2 peptide interaction;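 note: potency is the fitted concentration of half-maximal effect; 0% = vehicle wells and -100% = peptide control; nearly all actives have a fitted effect of over 45% in size; some results filed as inactive show a strong effect at the top dose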
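AMA1 (3D7) with his tag at 25 nM final met compounds first, then biotinylated RON2 peptide at 25 nM; detection used donor plus acceptor beads, 10 µg/mL apiece, read by AlphaScreen after 30 min at room temperature.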
AmpC inh no detg – qHTS Inhibitors of AmpC Beta-Lactamase (assay without detergent); P00811; AmpC nitrocefin hydrolysis, absorbance 480 nm, 0.0001% Triton; Potency, µM (top dose mostly 57.1 µM), for inactives: top-dose activity change, negative = inhibition, most hits filed as inhibitors; 330,000 tested, 0.52% active; AID 485341, 2010;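 note: potency is the fitted concentration of half-maximal effect; plate controls were no compound for no effect and no enzyme for full effect; nearly all actives have a fitted effect of over 20% in size; some results filed as inactive show a strong effect at the top dose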
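20 mM phosphate pH 7.0 + 0.01% (detergent screen) or 0.0001% Triton X-100; 5.3 nM AmpC reagent; cpd preinc 15 min RT; nitrocefin (800 uM stock) to start; A480 q20 s × 4 min; Activity was normalised to no-enzyme and no-compound control wells.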
* = called active by the depositor; [ ] = dose if it differs, or a comment. Unless noted, calls come from the whole dose curve; as a rule, active = well fitted curve in the direction sought with a large enough effect; inconclusive = small, poorly fitted or top-dose-only effect, or another doubt; inactive = no such curve, though single readings can be large; an effect the other way counts as inactive or inconclusive. Unless noted, % is set by controls: 0 for no effect and ±100 for the full control effect.

What do the screens show for `CCc1ccccc1NNC(=O)c1cc(C)on1`?
TbPYK inhibitor: 1%; HCMV inh: 89; AmpC detergent: -2%; LmPK inh: -4%; Sm TGR block: -29%; AMA1 RON2 block: -25%; AmpC inh no detg: -6%

What do the screens show for `Cc1cc(Cl)cc(Br)c1OCCCNCC(C)O` (stereo not drawn)?
TbPYK inhibitor: -7%; HCMV inh: -29; AmpC detergent: 3%; LmPK inh: -2%; AMA1 RON2 block: 3%; AmpC inh no detg: 7%

Results for CC(=O)Nc1ccc(S(C)(=O)=O)c(C)c1 ?
TbPYK inhibitor: -1%; HCMV inh: -25; AmpC detergent: -5%; LmPK inh: -4%; Sm TGR block: 9%; AMA1 RON2 block: 14%; AmpC inh no detg: -26%

What do the screens show for `CCc1cc(-c2n[nH]c(C)c2-c2nc3ccccc3s2)c(O)cc1OCC(=O)NN`?
TbPYK inhibitor: 3%; HCMV inh: 106; AmpC detergent: 1%; LmPK inh: 0%; Sm TGR block: 5%; AMA1 RON2 block: 38%[activator]; AmpC inh no detg: 107%[activator]

How did Cc1ccc2c(c1)C(=O)CCN2 do in these assays?
TbPYK inhibitor: -4%; HCMV inh: 10; AmpC detergent: -4%; LmPK inh: 6%; Sm TGR block: -21%; AMA1 RON2 block: -2%; AmpC inh no detg: -16%

What do the screens show for `CCc1nc2ccc(C(=O)N3CCN(S(=O)(=O)CC)CC3)cn2c1N(C)CCC(C)C`?
TbPYK inhibitor: 6%; HCMV inh: -12; AMA1 RON2 block: 0%

What do the screens show for `CCC1=[N+]([O-])C(C)(/C(C)=N\O)N(O)C1(C)C` (stereo not drawn)?
TbPYK inhibitor: -1%; HCMV inh: 4; AmpC detergent: -10%; LmPK inh: 0%; Sm TGR block: -1%; AMA1 RON2 block: 0%; AmpC inh no detg: -11%

What do the screens show for `Cc1ccc(C2(O)CN3CCC2CC3)cc1` (stereo not drawn)?
TbPYK inhibitor: -4%; HCMV inh: -4; AmpC detergent: 1%; LmPK inh: 0%; Sm TGR block: 0%; AMA1 RON2 block: -9%; AmpC inh no detg: -13%

How did N/C(=N\OC(=O)Cc1ccc(Cl)cc1)c1ccncc1 do in these assays?
TbPYK inhibitor: -15%; HCMV inh: 8; AmpC detergent: 1%; LmPK inh: 3%; Sm TGR block: 1%; AMA1 RON2 block: -2%; AmpC inh no detg: -3%

What do the screens show for `COc1ccc(CSc2nncn2C)cc1F`?
TbPYK inhibitor: 2%; HCMV inh: inconclusive; AmpC detergent: -10%; LmPK inh: 1%; AMA1 RON2 block: 0%; AmpC inh no detg: -14%

What do the screens show for `CCc1ccccc1NC(=O)NNS(=O)(=O)c1cc(C)ccc1C`?
TbPYK inhibitor: 0%; HCMV inh: -1; AmpC detergent: 7%; LmPK inh: -2%; Sm TGR block: 1%; AMA1 RON2 block: 1%; AmpC inh no detg: -8%

Results for CCOc1cccc(CC(=O)N2CCc3c([nH]c4ccc(OC)cc34)C2c2ccc(F)cc2)c1OCC (stereo not drawn) ?
TbPYK inhibitor: -2%; HCMV inh: -15; AmpC detergent: -12%; Sm TGR block: -11%

Two neighbouring entries already listed:
What do the screens show for `CCc1ccccc1NC(=O)NNS(=O)(=O)c1cc(C)ccc1C`?
TbPYK inhibitor: 0%; HCMV inh: -1; AmpC detergent: 7%; LmPK inh: -2%; Sm TGR block: 1%; AMA1 RON2 block: 1%; AmpC inh no detg: -8%

Results for CCOc1cccc(CC(=O)N2CCc3c([nH]c4ccc(OC)cc34)C2c2ccc(F)cc2)c1OCC (stereo not drawn) ?
TbPYK inhibitor: -2%; HCMV inh: -15; AmpC detergent: -12%; Sm TGR block: -11%

Next compounds:
What do the screens show for `COc1cccc(NC(=O)c2cccc3c(=O)c4c([nH]c23)CCCC4)c1`?
TbPYK inhibitor: -6%; HCMV inh: -15; AmpC detergent: -9%; Sm TGR block: -10%

What do the screens show for `O=S(=O)(c1ccc(Cl)cc1)N1CCN(c2ncnc3sccc23)CC1`?
TbPYK inhibitor: 21%; HCMV inh: -69*; AMA1 RON2 block: 16%; AmpC inh no detg: -21%

Results for Cc1nn(CC(=O)Nc2cccc(Cl)c2)c(=O)c2cc(-c3ccccc3)nn12 ?
TbPYK inhibitor: 0%; HCMV inh: -9; AmpC detergent: inconclusive; LmPK inh: -3%; Sm TGR block: 2%; AMA1 RON2 block: 13%; AmpC inh no detg: -15%

What do the screens show for `CN(Cc1ccccc1)C(=O)CC(=O)N(C)Cc1ccccc1`?
TbPYK inhibitor: 2%; HCMV inh: 27; AmpC detergent: -1%; LmPK inh: -2%; Sm TGR block: -1%; AMA1 RON2 block: -2%; AmpC inh no detg: 1%

Results for Cc1ccc(C)c(CN2C(=O)c3ccccc3Sc3ccc(C(=O)NCc4cccs4)cc32)c1 ?
TbPYK inhibitor: 5%; HCMV inh: -62*; AmpC detergent: 6%; Sm TGR block: 4%

Results for O=c1oc(-c2ccc(Br)o2)nc2ccccc12 ?
TbPYK inhibitor: -1%; HCMV inh: 32; AmpC detergent: -8%; LmPK inh: -13%; Sm TGR block: 45%[activator]; AMA1 RON2 block: 12%; AmpC inh no detg: -21%

How did CN(CCOc1ccc(Cl)cc1)c1ccc(S(=O)(=O)N2CCCCC2)cn1 do in these assays?
TbPYK inhibitor: 0%; HCMV inh: -11; AmpC detergent: -1%; LmPK inh: 5%; Sm TGR block: 14%; AMA1 RON2 block: -3%; AmpC inh no detg: -6%

What do the screens show for `COc1ccc(C(=O)NC(=S)NC2CCCCC2)cc1`?
TbPYK inhibitor: 10%; AmpC detergent: 0%; LmPK inh: 0%; Sm TGR block: 1.4µM*; AMA1 RON2 block: 17%; AmpC inh no detg: -57%

How did Cc1cc2c(NCC(C)O)ncnc2s1 (stereo not drawn) do in these assays?
TbPYK inhibitor: -16%; HCMV inh: -21; AMA1 RON2 block: -9%

How did Cc1ccc2nc(SCC(=O)Nc3cc(C)on3)[nH]c2c1 do in these assays?
TbPYK inhibitor: 5%; HCMV inh: 2; AmpC detergent: -3%; LmPK inh: 5%; Sm TGR block: 6%; AMA1 RON2 block: -7%; AmpC inh no detg: -25%

What do the screens show for `Cc1cc(C)nc(N2CCCC(C(=O)Nc3nnc(C(C)(C)C)s3)C2)n1` (stereo not drawn)?
TbPYK inhibitor: 2%; HCMV inh: -12; AmpC detergent: -4%; LmPK inh: -3%; AMA1 RON2 block: 7%; AmpC inh no detg: 4%

What do the screens show for `c1cnc2c(-c3cccc4nccn34)cccc2c1`?
TbPYK inhibitor: -1%; HCMV inh: -23; AMA1 RON2 block: 11%

Quoted at random: two records from the list, in no set order.
What do the screens show for `COc1ccc(CSc2nncn2C)cc1F`?
TbPYK inhibitor: 2%; HCMV inh: inconclusive; AmpC detergent: -10%; LmPK inh: 1%; AMA1 RON2 block: 0%; AmpC inh no detg: -14%

How did Cc1ccc2nc(SCC(=O)Nc3cc(C)on3)[nH]c2c1 do in these assays?
TbPYK inhibitor: 5%; HCMV inh: 2; AmpC detergent: -3%; LmPK inh: 5%; Sm TGR block: 6%; AMA1 RON2 block: -7%; AmpC inh no detg: -25%

(continued)
How did COC(=O)c1cn[nH]c1NC(=S)Nc1ccccc1C do in these assays?
TbPYK inhibitor: -15%; HCMV inh: 52; AmpC detergent: -3%; LmPK inh: -2%; Sm TGR block: 45µM*; AMA1 RON2 block: 46%[activator]; AmpC inh no detg: -27%

Results for CN1OC[C@@H]2CN(Cc3cc(Cl)cc(Cl)c3)[C@H](c3cccc(-c4ccccc4)c3)C[C@@H]21 ?
TbPYK inhibitor: -2%; HCMV inh: -21; AMA1 RON2 block: -16%

Results for Cc1ccc(C)c(NC(=O)c2ccc(S(=O)(=O)N(C)CC3CCCO3)cc2)c1 (stereo not drawn) ?
TbPYK inhibitor: 4%; HCMV inh: -29; AMA1 RON2 block: -13%

How did Cc1ccc(C(NC(=O)N2CCCC2)C(Cl)Cl)cc1F (stereo not drawn) do in these assays?
TbPYK inhibitor: -3%; HCMV inh: -19; AmpC detergent: -1%; LmPK inh: 2%; Sm TGR block: -5%; AMA1 RON2 block: -1%; AmpC inh no detg: -1%

Results for N#C/C(=C\c1ccc(O)c(O)c1)C(=O)c1ccc(O)c(O)c1 ?
TbPYK inhibitor: inconclusive; HCMV inh: -11; AmpC detergent: inconclusive; Sm TGR block: -24%; AMA1 RON2 block: inconclusive; AmpC inh no detg: -16%

How did CC(=O)Nc1ccc(C(=O)N2CCCCC2c2cc(C(=O)Nc3ccccc3Cl)no2)cc1 (stereo not drawn) do in these assays?
TbPYK inhibitor: 1%; HCMV inh: -27; AMA1 RON2 block: 5%

Results for CCc1ccccc1NC(=O)c1cc(S(=O)(=O)N2CCC(C)CC2)cn1C ?
TbPYK inhibitor: 0%; HCMV inh: -25; AmpC detergent: 16%; Sm TGR block: 9%

What do the screens show for `COc1cc2ncnc(NCc3ccccc3Cl)c2cc1OC`?
TbPYK inhibitor: 4%; HCMV inh: -30; AmpC detergent: 8%; LmPK inh: -1%; AMA1 RON2 block: -10%; AmpC inh no detg: 52%

What do the screens show for `C=CCNc1ccc(N2C(=O)C3CCC(C)CC3C2=O)cc1[N+](=O)[O-]` (stereo not drawn)?
HCMV inh: -17; AmpC detergent: 4%; LmPK inh: -9%; Sm TGR block: 20%; AmpC inh no detg: -16%

What do the screens show for `O=C(COc1ncnc2sccc12)N1CCN(C(=O)c2ccco2)CC1`?
TbPYK inhibitor: -1%; HCMV inh: 147; AmpC detergent: inconclusive; LmPK inh: 2%; Sm TGR block: inconclusive; AMA1 RON2 block: 10%; AmpC inh no detg: -12%[11.4 µM]

What do the screens show for `CC(C)c1ccc(NC(=O)COC(=O)/C=C/c2cccc(Br)c2)cc1`?
TbPYK inhibitor: 7%; HCMV inh: 29; AmpC detergent: -2%; LmPK inh: 2%; Sm TGR block: -5%; AMA1 RON2 block: -29%; AmpC inh no detg: -17%

How did O=C(COc1ccc(F)cc1)Nc1ccc2nc(SCc3ccccc3)sc2c1 do in these assays?
TbPYK inhibitor: 0%; HCMV inh: -10; AmpC detergent: 2%; Sm TGR block: 0%

Source: PubChem (National Center for Advancing Translational Sciences (NCATS))
